PNC assembly inh: perinucleolar compartment assembly inhibition; AID 2417; hit rate 3.1% among 140,000; PC3M PTB-GFP, PNC prevalence imaging, 16 h; stronger effect = lower value; activity change (PNC), negative = inhibition, % at 10 µM;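 active means readout at or below -70, meaning at least 70% loss of cells showing the perinucleolar compartment, a nuclear body marking cancer cells; inconclusive means readout between -30 and a set limit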;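 further: plate controls were DMSO wells for no effect and camptothecin positive control wells for full effect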
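PC3M cells stably expressing PTB-GFP, 750–1000 cells/well, treated 16 h at 37 °C with compound (23 nl of library stock), in duplicate. After paraformaldehyde fixation and Hoechst stain, imaged at 20x; PNC prevalence scored by image analysis.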
IMPase inh: cell-permeable inhibitors of inositol monophosphatase (IMPase) | inhibition (IP1 accumulation), % at 46.1 µM | CHO-M1 cells, IP1 accumulation, HTRF TR-FRET ratio | 120,000 tested, under 10 active; active means well fitted curve in the direction sought with a large enough effect in the signal ratio, not every such curve was filed as active; inconclusive means small, poorly fitted or top-dose-only effect, or a change in a side signal; inactive means no such curve, though single readings can be large or run the other way; the % refers to the signal ratio;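 further: cells stimulated with carbachol in lithium chloride buffer; plate controls were DMSO basal wells for no effect and reference inhibitor wells for full effect; higher means more IMPase inhibition seen as more IP1 and lower FRET ratio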
Target sequence (P97697 whole entry, looked up): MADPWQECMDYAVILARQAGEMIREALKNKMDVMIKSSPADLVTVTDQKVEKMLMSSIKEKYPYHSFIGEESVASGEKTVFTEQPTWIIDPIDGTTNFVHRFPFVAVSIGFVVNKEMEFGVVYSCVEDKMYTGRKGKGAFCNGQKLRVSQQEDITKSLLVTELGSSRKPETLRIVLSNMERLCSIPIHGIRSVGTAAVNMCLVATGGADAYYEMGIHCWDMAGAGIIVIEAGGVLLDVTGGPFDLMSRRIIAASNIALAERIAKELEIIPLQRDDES
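Measured: the HTRF emission ratio (665/620 nm) plus the 620 nm donor channel, each fitted to the Hill equation to give AC50. Cells were CHO-M1 given compounds up to 46 uM and a 30 min carbachol stimulation at 37C.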
ALOX15B inhib: 15-hLO-2 (ALOX15B) enzyme inhibition; O15296; purified 15hLO-2, xylenol orange hydroperoxide absorbance; Potency, µM (doses to about 57.1 µM), for inactives: at the top dose activity change, negative = inhibition, usual class: inhibitors; hit rate 0.56% among 110,000; AID 881; further: potency means the concentration at half of the fitted maximal effect; nearly all actives have a fitted effect of over 60% in size; many of its hits are not listed in these tables
Target sequence (O15296 whole entry, looked up): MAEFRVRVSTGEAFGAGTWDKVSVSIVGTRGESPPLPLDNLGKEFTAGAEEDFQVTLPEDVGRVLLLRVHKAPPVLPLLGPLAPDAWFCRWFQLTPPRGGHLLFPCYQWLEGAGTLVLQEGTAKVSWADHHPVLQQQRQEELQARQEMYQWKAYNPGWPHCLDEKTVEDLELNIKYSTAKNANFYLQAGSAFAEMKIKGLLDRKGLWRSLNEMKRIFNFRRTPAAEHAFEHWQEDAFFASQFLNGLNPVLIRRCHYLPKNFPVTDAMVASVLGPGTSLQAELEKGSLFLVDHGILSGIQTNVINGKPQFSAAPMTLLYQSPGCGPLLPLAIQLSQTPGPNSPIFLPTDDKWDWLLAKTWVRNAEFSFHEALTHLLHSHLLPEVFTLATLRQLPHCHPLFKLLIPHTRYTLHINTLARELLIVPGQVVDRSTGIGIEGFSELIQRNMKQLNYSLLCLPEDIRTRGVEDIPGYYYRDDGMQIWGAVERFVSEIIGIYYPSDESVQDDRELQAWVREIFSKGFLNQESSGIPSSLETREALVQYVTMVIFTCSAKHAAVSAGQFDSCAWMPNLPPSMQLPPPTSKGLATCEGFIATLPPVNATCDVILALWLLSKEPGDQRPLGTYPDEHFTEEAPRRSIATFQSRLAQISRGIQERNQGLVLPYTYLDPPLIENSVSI
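Purified human 15hLO-2 (50 nM final) preincubated with compounds 15 min at room temperature in 25 mM Hepes pH 7.5, 0.01% Triton X-100, then 45 uM arachidonic acid added for 90 min; hydroperoxide detected via ferrous/xylenol orange, 573/405 nm absorbance ratio.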
ALOX12 inhib: blocks human 12-lipoxygenase activity; P18054; purified 12-hLO, xylenol orange hydroperoxide absorbance; Potency, µM (highest dose often 57.1 µM), for inactives: top-dose activity change, negative = inhibition, hits mostly inhibitors; hit rate 0.12% among 150,000; AID 1452; further: potency means the concentration at half of the fitted maximal effect; nearly all actives have a fitted effect of over 55% in size; many of its hits are not listed in these tables
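Purified human 12hLO (150 nM), preincubated 15 min with compound, then 40 uM arachidonic acid for 30 min, room temperature, Hepes pH 7.0 with 0.01% Triton X-100. Hydroperoxide detected by ferrous iron/xylenol orange; 573/405 nm absorbance ratio gives reaction progress.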
An asterisk follows results filed as active; ? = inconclusive; nt = not tested or not shown; & = joins results of further samples; [ ] = dose if it differs, or a comment. Unless noted, the call rests on the fitted dose curve; in most records, active means well fitted curve in the direction sought with a large enough effect; inconclusive means small, poorly fitted or top-dose-only effect, or another doubt; inactive means no such curve, though single readings can be large; an effect the other way counts as inactive or inconclusive. Unless noted, on the % scale 0 is the no-effect control and ±100 the full control effect. Some of the compounds tested, so the mix of outcomes need not match the whole.

item	structure	ALOX12 inhib	IMPase inh	PNC assembly inh	ALOX15B inhib
1	CN1CC=C2C(C#N)=C(N)C(C#N)(C#N)C(c3ccsc3)C2C1 (stereo unspecified)	-15%	-6	?	29%
2	O=C(COc1cc(Cl)ccc1Cl)Nc1ccc2c(c1)CCC2	-5%	nt	22	nt
3	COc1ccc(NC(=O)c2cc(S(=O)(=O)N(Cc3ccccc3)c3ccccc3)ccc2Cl)cn1	-3%	nt	21	nt
4	CC(=O)OC(Cn1ccnc1)c1ccccc1 (stereo unspecified)	-3%	1	-20	-9%
5	CC(/C=C/c1cccc([N+](=O)[O-])c1)=N/NC(=O)c1cccnc1	-3%	nt	23	nt
6	CNC(=O)CCCc1nc(-c2ccccc2Cl)no1	0%	-12	-22	2%
7	Nc1ncnc2oc(-c3ccco3)c(-c3ccco3)c12	-25%	?	-7	-21%
8	CCOc1ccc(/C=C2/C(=O)N(c3ccc(OC)cc3)C(=S)N2CC(=O)OC)cc1OCC	7%	-3	57	nt
9	CCCNCC(O)COc1ccccc1C(=O)CCc1ccccc1 (stereo unspecified)	2%&5%	nt	-13	42%[activator]
10	COC(=O)C1=C(C)OC(N)=C(C#N)C1c1cccnc1 (stereo unspecified)	5%	-2	?	-1%
11	C=CCOC(=O)Nc1c(C(=O)OC)[nH]c2ccccc12	-11%	5	28	-3%
12	Cc1cccc(C)c1NC(=O)CSc1nc(-c2ccco2)cc(C(F)(F)F)n1	5%	6[0.0738 µM]	?	nt
13	Cc1cccc(/C=N\NC(=O)c2sccc2-n2cccc2)c1	12%	0	55	-19%
14	CCOc1c(C=C(C#N)C#N)c2ccccc2n1CC	-8%	nt	-28	nt
15	CCCCN=C(N)/C(C(=O)OCC)=C(\O)c1ccc(OC)cc1	-1%	3	19	-5%
16	CCc1cc([N+](=O)[O-])cc(CC)c1N	-10%	-9	21	-4%
17	COC(=O)C1=C(C)Nc2sc(C(N)=O)c(N)c2C1c1ccncc1 (stereo unspecified)	-25%	nt	22	nt
18	COc1ccc(S(=O)(=O)Cc2ccc(C(=O)NCCCN(C)c3ccccc3)o2)cc1	-2%	4	22	8%
19	Cc1ccc(NC(=O)C2=CCN(S(=O)(=O)c3ccc(F)cc3)CC2)c(C)c1	-4%	nt	38	nt
20	CCOCCCNS(=O)(=O)Cc1ccccc1	1%	-4	?	-1%
21	O=C(O)CCC(=O)Nc1ccc(C(=O)OC2CCCCC2)cc1	4%	0	33	2%
22	O=C1OCCC1Sc1nnc(-c2ccc(Cl)cc2)n1Cc1ccccc1 (stereo unspecified)	-2%	-2	-18	nt
23	Cc1cc(C(C)(C)C)oc1C(=O)N(CC(=O)NC1CCCC1)c1cccc(C(F)(F)F)c1	-6%	2[1.84 µM]	-20	1%[11.4 µM]
24	COc1cc(-c2nc(-c3ccccc3)c(-c3ccc(F)cc3)[nH]2)cc2c1OCO2	3%	nt	37	nt
25	COc1ccc(S(=O)(=O)Nc2ccc(Oc3ncccn3)c(Cl)c2)cc1	0%	1	0	-9%
26	COc1ccc(NC(=O)C2CCC(C(C)(C)C)CC2)cc1S(=O)(=O)N1CCCCC1 (stereo unspecified)	-4%	nt	-28	nt
27	CCCN(CCC)C[C@@H]1CCCCN1CCNC(=O)N1c2ccccc2C(=O)Nc2cccnc21	-1%	18	nt	5%
28	Cc1nn(Cc2ccc(Cl)cc2Cl)c(C)c1NC(=O)CCl	-1%	?	-9	nt
29	O=C(/C(=C(\[O-])c1ccccc1)[n+]1ccc2ccccc2c1)c1ccccc1	0%	nt	-14	nt
30	COc1cc(CNC2CCCC2)cc(Cl)c1OCc1ccc(F)cc1	-6%	-2[1.84 µM]	?	22%[11.4 µM]
31	CN(C)c1cccc(C(=O)OCC(=O)NCC2CCCO2)c1 (stereo unspecified)	-6%	-6	0	-3%
32	COc1cc(-c2nc3c[n+](CC(=O)c4ccccc4)ccc3n2C)cc(OC)c1OC	4%	nt	105	nt
33	O=C(CSc1cccc(C(F)(F)F)c1)NCc1ccccc1	-5%	nt	?	nt
34	CC(C)Nc1oc(-c2cccc3ccccc23)nc1C#N	?	-7	4	5%
35	COC(=O)CC1C(C)(C)C(=O)C2CC3=C4CC(=O)OC(c5ccoc5)[C@]4(C)CCC3[C@@]1(C)C2=O (stereo partly specified)	-4%	nt	nt	-9%
36	O=C(CN(C(=O)CCC(=O)Nc1nccs1)c1ccc2c(c1)OCCO2)NCc1ccco1	6%	-6	7	-6%
37	CC[C@H](C)[C@H](N)C1=N[C@H](C(=O)N[C@@H](CC(C)C)C(=O)N[C@@H](CCC(=O)O)C(=O)N[C@@H](C(=O)N[C@H]2CCCCNC(=O)[C@@H](CC(N)=O)NC(=O)[C@@H](CC(=O)O)NC(=O)[C@@H](Cc3cnc[nH]3)NC(=O)[C@@H](Cc3ccccc3)NC(=O)[C@@H]([C@@H](C)CC)NC(=O)[C@@H](CCCN)NC2=O)[C@@H](C)CC)CS1	3%[25.6 µM]	5[20.6 µM]	nt	10%[25.6 µM]
38	Cc1ccc(CSCc2nnc(SCC(=O)N3CCN(c4ccccc4)CC3)n2C)cc1	1%	13	-8	9%
39	COc1ccc(S(=O)(=O)N2CCC(C(=O)NCc3ccccn3)CC2)cc1Cl	-1%	21	-1	6%[2.29 µM]
40	OC(COCc1cccs1)CN1CCN(c2cccc(Cl)c2)CC1 (stereo unspecified)	-3%	nt	-9	nt
41	COc1ccc(S(=O)(=O)Nc2nnc(C)s2)cc1	-5%	9	7	-15%
42	Cn1c(=O)n(CCCOc2ccc(Cl)cc2)c2ccccc21	0%	-2	-25	10%
43	Cc1ccc(CCNC(=O)c2nnn(-c3cc(C)cc(C)c3)c2N)cc1	-2%	-4[1.84 µM]	-14	-11%[11.4 µM]
44	CN(C)c1nc(NCc2ccccc2)nc(N/N=C/c2ccc(Cl)cc2Cl)n1	-3%	0	3	15%
45	COc1ccc(S(=O)(=O)Nc2ccc3oc(C)c(C(C)=O)c3c2)cc1	-6%	6	57	-7%
46	C/C(=N/NC(=O)Cc1cccs1)c1ccco1	3%	nt	?	nt
47	CCN(CC)c1ccc(C(=O)OCC(=O)N2CCN(c3ccccc3)CC2)cc1	-5%	-1	-21	19%
48	Cc1c(NS(=O)(=O)c2ccccc2)cc(Cl)c(O)c1C	-4%	-3	-8	2%[2.29 µM]
49	CCOC(=O)c1cc(NC(=O)c2ccc(Cl)cc2)c(=O)oc1-c1ccccc1	-3%	8	7	-8%
50	CCn1cc(C(=O)N2CCc3ccccc32)c(=O)c2cc(S(=O)(=O)N3CCCCCC3)ccc21	-1%	3	2	-5%

(continued)
item	structure	ALOX12 inhib	IMPase inh	PNC assembly inh	ALOX15B inhib
51	COc1ccc(NC(=O)c2cccc(-n3cnnn3)c2)cc1	-4%	-7	-26	-7%
52	O=C(Nc1ccc2c(c1)OCO2)N1CCN(c2ncc(C(F)(F)F)cc2Cl)CC1	-3%	19	8	-7%
53	CN1CCN(Cc2c(O)ccc3c(=O)c(Oc4ccccc4Cl)c(C(F)(F)F)oc23)CC1	3%	-8	1	16%
54	Cc1ccc(N2CC(c3nc4ccccc4n3C)CC2=O)cc1C (stereo unspecified)	-5%	9	30	4%
55	COC(=O)c1c(C)oc2ccc(N(C(=O)c3ccncc3)S(=O)(=O)c3ccc4ccccc4c3)cc12	-1%	1	2	nt
56	Cc1ccc(CNC(=O)c2cn(C)c(=O)c3c2c2ccccc2n3C)o1	-2%	11	-6	?
57	CCCCCCCC(=O)N/N=C/c1ccco1	-8%	5	53	-7%
58	O=C(CN1C(=O)S/C(=C\c2ccc(Cl)cc2)C1=O)NNC(=O)c1ccccc1O	4%	nt	26	nt
59	N#Cc1c(-c2ccc(C(F)(F)F)cc2)cc(-c2ccccc2)[nH]c1=S	-3%	nt	-99*	nt
60	Cc1ccc(-c2noc(CSc3ccccc3)n2)cc1	4%	5	?	-3%

Six compounds from above with just ALOX15B inhib and ALOX12 inhib.
| no. | Compound | ALOX15B inhib | ALOX12 inhib |
| --- | --- | --- | --- |
| 53 | CN1CCN(Cc2c(O)ccc3c(=O)c(Oc4ccccc4Cl)c(C(F)(F)F)oc23)CC1 | 16% | 3% |
| 54 | Cc1ccc(N2CC(c3nc4ccccc4n3C)CC2=O)cc1C (stereo unspecified) | 4% | -5% |
| 55 | COC(=O)c1c(C)oc2ccc(N(C(=O)c3ccncc3)S(=O)(=O)c3ccc4ccccc4c3)cc12 | nt | -1% |
| 56 | Cc1ccc(CNC(=O)c2cn(C)c(=O)c3c2c2ccccc2n3C)o1 | ? | -2% |
| 57 | CCCCCCCC(=O)N/N=C/c1ccco1 | -7% | -8% |
| 58 | O=C(CN1C(=O)S/C(=C\c2ccc(Cl)cc2)C1=O)NNC(=O)c1ccccc1O | nt | 4% |

Following part:
item	structure	ALOX12 inhib	IMPase inh	PNC assembly inh	ALOX15B inhib
61	O=[N+]([O-])c1ccc(Cl)c(/C=N/Nc2nc(N3CCOCC3)nc(N3CCOCC3)n2)c1	0%	-2	-19	-5%
62	CC1(O)CCC(C(C)(C)O)CC1 (stereo unspecified)	0%[0.00818 µM]	nt	nt	15%[0.0915 µM]
63	Cc1cc(C(=O)N2CCCC2C(=O)O)c(C)o1 (stereo unspecified)	0%	-15	7	1%
64	O=C(Nc1nnc(SCc2ccc(Cl)cc2)s1)c1ccco1	-5%	6	35	-6%
65	O=C(NC(=S)NCCN1CCOCC1)c1ccc(Cl)cc1	-3%	nt	?	nt
66	CN1C(=O)CC[C@@H]1c1cccnc1	4%[25.6 µM]	-2[20.6 µM]	nt	-4%[25.6 µM]
67	COc1ccc(/C=C2\SC(=O)N(CC(=O)NNC(=O)c3ccccc3O)C2=O)cc1	4%	nt	4	nt
68	CCOC(=O)c1[nH]c2ccccc2c1N=CN(CC)CC	1%	0	-18	1%
69	CN(CCOC(=O)c1cccc(Br)c1)C(C)(C)C	6%	2	?	10%
70	Cc1cc(Cl)ccc1OCC(=O)N/N=C1\CC2C=CCC12 (stereo unspecified)	-2%	nt	-18	nt
71	c1ccc(-c2ccccc2OCCOCCN2CCCCC2)cc1	-5%	nt	-23	nt
72	CCc1cc(=O)oc2c(C)c(OCC(=O)N3CCCc4ccccc43)ccc12	-4%	13	?	-16%
73	O=C(Oc1ccccc1)N1CCC2(CC1)CCN(c1cccc(-c3ccccc3)c1)CC2	-5%	nt	nt	13%
74	Cc1cc(C(=O)NCC(=O)OCC(=O)Nc2ccc(OC(F)F)cc2)ccc1[N+](=O)[O-]	-3%	nt	-7	nt
75	CCCCN1CCc2c([nH]c3ccc(C)cc23)C1=O	-7%	1	-100*	-14%
76	C=CCc1cccc(/C=N/NC(=O)CCC(=O)Nc2ccc(F)cc2)c1O	0%	nt	45	nt
77	O=C(COC(=O)[C@H](Cc1ccccc1)NC(=O)c1ccco1)NC(c1ccccc1)c1ccccc1	-2%	4	?	3%
78	Cc1cc(=O)oc(C)c1C(=O)OCC(=O)c1ccc(Br)cc1	-26%	3	-90*	nt
79	CCOC(=O)C1=C(C)NC(C)=C(C(=O)OCC)C1C(=O)OCC(=O)N1CCc2ccccc21	-9%	5	-99*	1%
80	CCCc1cc(=O)[nH]c(/N=C(/NC(=O)C(C)N2C(=O)c3ccccc3C2=O)Nc2ccccc2)n1 (stereo unspecified)	-1%	0	17	-5%
81	Cn1c(CCN2CCOCC2)nc2cc(NC(=O)COc3ccc(Cl)cc3)ccc21	1%	6	-2	34%[activator]
82	COc1cc(C(C)=O)ccc1Oc1ncnc2c1cnn2-c1cccc(Cl)c1	-1%	nt	9	nt

Looked up above:
`CCc1cc(=O)oc2c(C)c(OCC(=O)N3CCCc4ccccc43)ccc12` @ ALOX15B inhib: -16%
`Cc1cc(=O)oc(C)c1C(=O)OCC(=O)c1ccc(Br)cc1` @ PNC assembly inh: -90*

Results in sequence from above.
ALOX12 inhib, entries 73–77 → -5%, -3%, -7%, 0%, -2%
PNC assembly inh, entries 73–77 → nt, -7, -100*, 45, ?
